NR2E3 ag-1 = activates human photoreceptor nuclear receptor NR2E3. Q9Y5X4. GST-NR2E3/biotin-RetCOR TR-FRET, 1536-well. inhibition of corepressor binding, % at 4.78 µM. 320,000 tested, 0.12% active. AID 2300;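 active = percent inhibition above the cutoff of mean plus 3 SD of all tested compounds, set per screening campaign, cut at about 20% in these data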;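 also: 0% = DMSO wells and 100% = biotin wells as full block of FRET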
Target sequence (Q9Y5X4 whole entry, looked up): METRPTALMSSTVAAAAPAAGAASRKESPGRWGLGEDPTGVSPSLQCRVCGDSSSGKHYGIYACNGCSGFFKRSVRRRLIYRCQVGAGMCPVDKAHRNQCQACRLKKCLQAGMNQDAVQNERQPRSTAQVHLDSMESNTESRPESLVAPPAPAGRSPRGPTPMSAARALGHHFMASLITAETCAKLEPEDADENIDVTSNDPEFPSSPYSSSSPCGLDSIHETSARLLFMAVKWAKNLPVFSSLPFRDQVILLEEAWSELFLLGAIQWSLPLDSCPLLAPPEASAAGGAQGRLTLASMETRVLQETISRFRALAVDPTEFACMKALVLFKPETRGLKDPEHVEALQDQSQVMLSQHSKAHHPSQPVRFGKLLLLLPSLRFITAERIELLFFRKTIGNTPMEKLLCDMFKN
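Assay system: NR2E3–RetCOR corepressor complex. Quantity: 1.35 nM GST-NR2E3. Buffer or medium: pH 7.5 Tris-based buffer. Reagent: biotinylated RetCOR corepressor at 7 nM final. Schedule: 5 h at 4 °C. Detection: TR-FRET, emission read at 617 and 671 nm. Replicates: one well per compound, singlicate testing.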
Shn3 3UTR inh = Schnurri-3 reporter inhibition in Clone20 osteoblasts; Clone20 osteoblast Shn3 3'UTR firefly luciferase, 24 h; inhibition, % at 12.5 µM; 360,000 tested, 0.52% active;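 active = mean inhibition of at least 75% with every replicate also reaching 75%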;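 also: 0% = median of neutral control wells and 100% = pilot-screen positive control compound; some compounds past the cut are filed as inactive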
HIF-2a block = blocks HIF-2a reporter activity | inhibition, % at 18.8 µM | 360,000 tested, 0.72% active | 786-0 RCC cells HIF-2a reporter, luciferase luminescence, overnight;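 active = inhibition of the luminescence signal of 40% or more relative to plate controls, in a single-dose primary screen at 18.75 µM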
CF NFkB inh = blocks PAF-induced NF-kB reporter in cystic fibrosis cells | KKLEB NF-kB-GFP reporter, GFP fluorescence overnight | inhibition, % at 5 µM | 360,000 tested, 0.86% active | AID 588850;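 active = at least 50% inhibition at 5 µM, scaled per plate between neutral and stimulator controls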;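 also: PAF is a Pseudomonas aeruginosa culture filtrate used as stimulus; plate controls were PAF-stimulated DMSO wells for no effect and unstimulated DMSO wells for full effect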
Peg3 promoter = inhibitors of Peg3 promoter; HeLa PEG-Prom luciferase reporter, luminescence, overnight; 360,000 tested, 1.7% active; inhibition, % at 20 µM;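 active = inhibition of at least 50% at 20 µM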
KKLEB tox = CF airway cell cytotoxicity counter-screen | 360,000 tested, 0.36% active | KKLEB CF airway cells viability, ATPlite luminescence, overnight; stronger effect = lower value; cells stimulated with P. aeruginosa culture filtrate | activity change (cytotoxicity), % at 5 µM;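 active = corrected activity change at or below -50% at 5 µM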
Vif imaging = HIV Vif inhibition; AID 602346; HEK293T cells, Vif self-association by quenched fluorescence, imaging, 24 h; inhibition, % at 7.49 µM; 340,000 tested, 0.35% active; in the data active = inhibition above about 50%, passing the limit was not always enough; also: some results filed as inactive read as strong as hits
CaV13 ICDI inh = Disruptors of the CACNA1D IQ motif to Ca2+-dependent inactivation inhibitor domain association, primary screening, Förster resonance energy transfer in intact living …; AID 743397; HEK cells, CFP/YFP FRET ICDI-IQ, plate reader, 10 min; percent FRET-ratio fall versus neutral wells; 340,000 tested, 0.098% active; inhibition, % at 12.3 µM;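 active = mean replicate inhibition of at least 30% and at least 1% of replicates passing that level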;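 also: 0% = median of the neutral control wells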
MITF TRPM1 inh = MITF TRPM1 promoter inhibition in SK-MEL-5 cells; SK-MEL-5 TRPM1 promoter luciferase, 24 h; 330,000 tested, 0.83% active; inhibition, % at 12.5 µM;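 active = mean inhibition across replicates of 60% or more, whatever share of single replicates reaches that level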; also: values of inactives mirror those of a sister screen read the other way
PDI inh = inhibitors of human protein disulfide isomerase | PDI insulin aggregation turbidity, A650, 90 min | AID 588391 | 350,000 tested, 0.052% active | inhibition, % at 10 µM | P07237;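 active = mean inhibition across replicates of 30% or more, whatever share of single replicates reach that level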;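 also: absorbance from insulin aggregation driven by PDI reduction with DTT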
Target sequence (P07237 whole entry, looked up): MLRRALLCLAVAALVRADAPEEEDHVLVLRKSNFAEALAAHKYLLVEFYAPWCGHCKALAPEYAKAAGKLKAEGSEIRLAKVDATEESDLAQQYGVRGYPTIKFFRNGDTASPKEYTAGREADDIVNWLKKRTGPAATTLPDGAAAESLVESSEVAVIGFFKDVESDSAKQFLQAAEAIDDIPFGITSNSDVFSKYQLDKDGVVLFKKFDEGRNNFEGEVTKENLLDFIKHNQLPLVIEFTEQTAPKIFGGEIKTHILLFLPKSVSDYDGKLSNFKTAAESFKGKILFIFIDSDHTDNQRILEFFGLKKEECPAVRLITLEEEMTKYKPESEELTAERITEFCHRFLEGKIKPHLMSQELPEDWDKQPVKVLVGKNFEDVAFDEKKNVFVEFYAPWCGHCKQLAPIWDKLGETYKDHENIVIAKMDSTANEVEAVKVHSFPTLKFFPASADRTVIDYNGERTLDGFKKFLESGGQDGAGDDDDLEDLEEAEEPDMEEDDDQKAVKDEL
NR2E3 ag-2 = agonists of human NR2E3 nuclear receptor; inhibition of corepressor binding, % at 3.98 µM; AID 602229; CHO-S Gal4-NCOR/VP16-NR2E3 two-hybrid, luciferase; 360,000 tested, 0.35% active;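 active = inhibition above the mean of all tested compounds plus 3 SD, cut at about 70% in these data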;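 also: 0% = DMSO with NR2E3 transfected cells and 100% = cells lacking NR2E3 construct; higher means lower luciferase signal from less NR2E3 corepressor binding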
An asterisk follows results filed as active; . = no result given. Not a hit list. Share with any hit: about 3.3%.

1) Cc1ccc(C2C=CC(C#N)=CN2Cc2ccccc2)cc1 (configuration not stated)
2) Cc1nnsc1C(=O)NC1CCCc2c1cnn2-c1ccc(F)cc1F (configuration not stated)
3) CC(CNC(=O)COC(=O)c1ccco1)c1ccccc1 (configuration not stated)
4) COc1ccc(N2CCN(C(c3cccs3)C(C)NS(C)(=O)=O)CC2)cc1 (configuration not stated)
5) COC(=O)CN(c1nc(C)cc(OC)n1)S(=O)(=O)c1ccc(C)cc1

assay / entry,1,2,3,4,5
NR2E3 ag-1,.,1,-1,0,0
Shn3 3UTR inh,-9,81,10,6,8
HIF-2a block,-9,-22,8,13,17
CF NFkB inh,-4,-2,-6,-9,20
Peg3 promoter,13,-27,12,9,20
KKLEB tox,-9,-1,9,17,3
Vif imaging,0,-11,-3,-1,3
CaV13 ICDI inh,.,-6,-6,-5,-5
MITF TRPM1 inh,.,35,-3,-4,4
PDI inh,.,-13,-26,-5,-4
NR2E3 ag-2,2,96*,3,-25,9

6) O=[N+]([O-])c1cc(C(F)(F)F)ccc1NCCc1c[nH]c2ccc(O)cc12
7) COc1ccc(CN2CCN(S(=O)(=O)c3ccccc3)CC2)cc1Br
8) CCN(CC(=O)Nc1c(F)cccc1F)C(=O)CCc1nc2ccccc2c(=O)[nH]1
9) Nc1cc(=O)[nH]c(SCc2nc3ccccc3n2Cc2ccccc2)n1
10) Cc1ccc(C(=O)c2c3ccc(C(F)(F)F)cc3[n+]([O-])n2CCCN)cc1

assay / entry,6,7,8,9,10
NR2E3 ag-1,1,2,-3,3,2
Shn3 3UTR inh,33,13,-6,12,6
HIF-2a block,1,15,11,16,-32
CF NFkB inh,14,1,11,4,-39
Peg3 promoter,-34,28,13,8,-16
KKLEB tox,-7,-3,-11,-8,-13
Vif imaging,-4,-9,.,-1,2
CaV13 ICDI inh,-5,-6,-3,-9,-5
MITF TRPM1 inh,5,-7,-3,6,15
PDI inh,-5,-8,-3,1,-5
NR2E3 ag-2,-18,-2,9,-1,-22

11) Cc1nc2ncnn2c(C)c1CCC(=O)N1CCN(c2ccccn2)CC1
12) Cc1nn(CC#N)c(=O)n1-c1ccc(F)cc1
13) COC(=O)/C=C1/SC(=NC(=O)c2ccc(F)cc2)NC1=O
14) OC(CNCc1ccco1)Cn1c2ccc(Br)cc2c2cc(Br)ccc21 (configuration not stated)
15) O=C(CSc1ncn[nH]1)NCCCc1ccccc1

assay / entry,11,12,13,14,15
NR2E3 ag-1,4,3,-1,5,2
Shn3 3UTR inh,-5,-4,-4,18,.
HIF-2a block,8,16,-10,-19,8
CF NFkB inh,-1,-4,3,17,-6
Peg3 promoter,9,7,-1,98*,-9
KKLEB tox,1,1,8,-28,6
Vif imaging,0,0,1,.,.
CaV13 ICDI inh,-6,-3,-5,.,.
MITF TRPM1 inh,14,-16,.,3,17
PDI inh,-7,-6,6,-2,8
NR2E3 ag-2,-10,-10,-32,-22,-12

16) Cc1cccc(-n2c(C)n[nH]c2=S)c1
17) CC1Cc2ccccc2N1Cc1nc2scc(-c3cccs3)c2c(=O)[nH]1 (configuration not stated)
18) COc1cc2c(C(=O)NC3CCCCCC3)cn(C)c(=O)c2cc1OC
19) COc1ccc(C2=NO[C@@H]3C(=O)N(Cc4ccccc4)C(=O)[C@H]23)c(OC)c1
20) Cc1snc(SCC(=O)c2ccc(F)cc2)c1C#N

assay / entry,16,17,18,19,20
NR2E3 ag-1,-1,-2,2,2,2
Shn3 3UTR inh,-3,7,-1,-13,-17
HIF-2a block,7,7,22,16,-251
CF NFkB inh,4,-4,-6,-2,5
Peg3 promoter,2,14,15,5,-236
KKLEB tox,-6,10,-4,6,-8
Vif imaging,4,-5,-1,-2,11
CaV13 ICDI inh,-8,-5,-3,-2,-5
MITF TRPM1 inh,14,7,4,.,-46
PDI inh,4,3,6,0,-6
NR2E3 ag-2,-19,-20,-8,5,-97

In the list so far, 3 have two or more sulfur atoms:
4) COc1ccc(N2CCN(C(c3cccs3)C(C)NS(C)(=O)=O)CC2)cc1 (configuration not stated)
17) CC1Cc2ccccc2N1Cc1nc2scc(-c3cccs3)c2c(=O)[nH]1 (configuration not stated)
20) Cc1snc(SCC(=O)c2ccc(F)cc2)c1C#N

assay / entry,4,17,20
NR2E3 ag-1,0,-2,2
Shn3 3UTR inh,6,7,-17
HIF-2a block,13,7,-251
CF NFkB inh,-9,-4,5
Peg3 promoter,9,14,-236
KKLEB tox,17,10,-8
Vif imaging,-1,-5,11
CaV13 ICDI inh,-5,-5,-5
MITF TRPM1 inh,-4,7,-46
PDI inh,-5,3,-6
NR2E3 ag-2,-25,-20,-97

The listing continues:
21) O=C(Nc1c(F)cccc1F)C1CCN(C(=O)c2cccs2)CC1
22) CCC(=O)N(c1nnc(SCC(=O)c2ccc[nH]2)s1)C1CC1
23) CC(=O)c1c(C)[nH]c(C(=O)CN2C(=O)NC(CCc3ccccc3)C2=O)c1C (configuration not stated)
24) Cc1ccc(S(=O)(=O)Nc2c(C)n(C)n(-c3ccccc3)c2=O)c(C)c1
25) CCCCN(C(=O)c1ccc(N2CCCC2=O)cc1)c1c(N)n(CCC)c(=O)[nH]c1=O

assay / entry,21,22,23,24,25
NR2E3 ag-1,-2,.,2,-1,6
Shn3 3UTR inh,6,13,26,14,1
HIF-2a block,18,-120,15,19,5
CF NFkB inh,-7,-23,-7,-13,14
Peg3 promoter,10,-66,11,19,-3
KKLEB tox,-3,15,4,14,-10
Vif imaging,-3,0,-5,10,1
CaV13 ICDI inh,-3,-4,-1,-20,-5
MITF TRPM1 inh,16,6,3,13,-4
PDI inh,0,7,4,-2,-1
NR2E3 ag-2,-7,-18,-17,1,-4

26) COc1ccc(CNC(=O)C2CCN(S(=O)(=O)c3ccc(-c4nn[nH]n4)cc3)CC2)cc1
27) CCOC(=O)c1ccc(NC(=O)c2cc(C)nc3ccccc23)cc1
28) c1ccc(-c2nnc(SCc3nnc(-c4cccs4)o3)o2)cc1
29) COc1ccc(S(=O)(=O)N2CCCCCC2)cc1C(=O)OCC(=O)NC1CCS(=O)(=O)C1 (configuration not stated)
30) CCc1ccc(OCC(=O)Nc2ccc(-c3cc4ccccc4oc3=O)c(OC)c2)cc1

assay / entry,26,27,28,29,30
NR2E3 ag-1,-1,5,-2,.,3
Shn3 3UTR inh,-7,-2,17,-4,-24
HIF-2a block,14,11,3,5,-35
CF NFkB inh,3,1,-4,3,5
Peg3 promoter,15,5,-16,8,-8
KKLEB tox,-3,-7,-10,-18,-7
Vif imaging,16,-9,-5,17,1
CaV13 ICDI inh,.,-1,-5,-6,-5
MITF TRPM1 inh,1,3,-6,3,1
PDI inh,4,-3,-4,5,-9
NR2E3 ag-2,-22,-6,-15,-18,-54

31) Cc1ccc(OCC(=O)Nc2cccc(S(=O)(=O)N3CCOCC3)c2)c([N+](=O)[O-])n1
32) CC(=O)Nc1ccc(S(=O)(=O)NCc2cn3c(C)csc3n2)cc1
33) CC(C)CN(C(=O)COC(=O)c1ccc(Br)o1)c1c(N)n(Cc2ccccc2)c(=O)[nH]c1=O
34) Cc1cc(C)cc(NC(=O)C2CCCN(S(=O)(=O)c3ccc4[nH]c(=O)ccc4c3)C2)c1 (configuration not stated)
35) COc1ccc(N2CCN(C(=O)CNC(=O)c3nn(-c4ccc(OC)cc4)c(=O)c4ccccc34)CC2)cc1

assay / entry,31,32,33,34,35
NR2E3 ag-1,4,-1,0,-2,-1
Shn3 3UTR inh,-2,13,-14,8,9
HIF-2a block,17,6,7,18,5
CF NFkB inh,14,-1,14,-16,7
Peg3 promoter,2,8,9,12,18
KKLEB tox,-6,-2,-5,-9,-11
Vif imaging,-23,-5,-19,1,11
CaV13 ICDI inh,-5,-5,-4,-11,-3
MITF TRPM1 inh,3,4,6,8,.
PDI inh,-2,-2,11,.,13
NR2E3 ag-2,-11,7,19,-31,-17

36) COc1ccc(C(=O)NNC(=O)c2cccc(F)c2)cc1
37) O=[N+]([O-])c1ccc(CN2CCN(c3nc4ccccc4s3)CC2)cc1
38) OCCC1CN(Cc2cccn2-c2nccs2)CCN1Cc1ccccc1 (configuration not stated)
39) O=C(c1ccc(OC(F)(F)F)cc1)c1ncc[nH]1
40) Cc1ccc([C@@H]2CC=C(C(=O)O)[C@H](c3ccc(Br)cc3)N2S(=O)(=O)c2ccc(C)cc2)cc1

assay / entry,36,37,38,39,40
NR2E3 ag-1,-6,-4,-2,0,.
Shn3 3UTR inh,-10,-23,5,-47,6
HIF-2a block,-9,-94,5,-182,14
CF NFkB inh,3,13,1,3,32
Peg3 promoter,-21,-44,-2,-148,9
KKLEB tox,0,-2,-4,-5,-2
Vif imaging,11,-13,-4,0,-4
CaV13 ICDI inh,-7,-4,-14,.,-10
MITF TRPM1 inh,-12,-23,13,-72,5
PDI inh,-5,-26,-5,-11,1
NR2E3 ag-2,-23,-27,-5,-52,64

41) O=C(NCc1ccccc1F)C1CCN(C(=O)NCc2ccccc2)CC1
42) COc1ccc(NS(=O)(=O)c2ccc(SC)cc2)c(OC)c1
43) COc1ccc(C(=O)NNC(=O)c2cc(C)[nH]n2)cc1
44) S=C(NCCc1ccccc1)Nc1ccc(Cl)cc1Cl
45) O=C(NC(Cc1ccccc1)C(=O)O)/C(=C/c1ccc([N+](=O)[O-])cc1)NC(=O)c1ccccc1Br (configuration not stated)
46) CCOC(=O)c1cc2c(ccc3ccccc32)oc1=O
47) COc1cc(OC)c(NC(=O)c2ccoc2C)cc1Cl
48) COc1cc2nc(CSc3nc(-c4ccc(F)cc4)cs3)[nH]c(=O)c2cc1OC

assay / entry,41,42,43,44,45,46,47,48
NR2E3 ag-1,-2,0,-1,0,3,0,2,1
Shn3 3UTR inh,-2,66,-5,6,-17,3,10,-13
HIF-2a block,16,21,18,-82,17,-12,-4,12
CF NFkB inh,-23,-2,6,-1,-10,-86,-2,5
Peg3 promoter,18,29,4,-83,1,-10,15,20
KKLEB tox,13,6,5,12,15,14,10,-7
Vif imaging,-3,13,-1,3,.,-6,7,-7
CaV13 ICDI inh,-6,-11,-3,-5,2,0,-8,-4
MITF TRPM1 inh,3,9,-6,-3,7,3,5,-11
PDI inh,-2,2,-11,3,13,-2,-8,-5
NR2E3 ag-2,-4,-7,13,0,-12,3,-10,-10
